UGM FP inh – M. tuberculosis UGM enzyme inhibitors, primary screen, biochemical, fluorescence polarization, single point; UDP-galactopyranose mutase (Mycobacterium tuberculosis (strain ATCC 25618 / H37Rv)), …; purified UGM, fluorescence polarization probe displacement; inhibition, % at 10 µM; 320,000 tested, 0.06% active; in the data active = inhibition above about 10%, passing the limit was not always enough
VHR inh abs – VHR1 phosphatase inhibitors, primary screen, biochemical, absorbance, uHTS; recombinant VHR phosphatase, pNPP absorbance; inhibition, % at 13.3 µM; 290,000 tested, 0.52% active; in the data active = inhibition above about 50%; note: some compounds called inactive have numbers as strong as hits
Target sequence (P51452 whole entry, looked up): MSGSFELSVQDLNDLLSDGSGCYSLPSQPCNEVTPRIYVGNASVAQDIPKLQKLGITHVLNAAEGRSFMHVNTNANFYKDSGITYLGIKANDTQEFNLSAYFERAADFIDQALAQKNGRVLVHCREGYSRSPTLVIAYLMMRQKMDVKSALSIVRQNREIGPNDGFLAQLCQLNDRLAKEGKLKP
MazF activator – activators of E. coli MazEF toxin-antitoxin RNase, primary screen, biochemical, fluorescence, uHTS | activation, % at 20 µM | 350,000 tested, 0.32% active | FAM/BHQ RNA-DNA oligo cleavage fluorescence, 5 h | Endoribonuclease toxin MazF (Escherichia coli (strain K12)), P0AE70 | AID 504720, 2011; in the data active = activation above about 50%
Target sequence (P0AE70 whole entry, looked up): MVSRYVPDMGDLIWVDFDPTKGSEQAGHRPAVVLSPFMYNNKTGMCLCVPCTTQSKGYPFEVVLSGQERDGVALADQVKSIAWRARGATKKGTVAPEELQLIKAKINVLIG
GDH-TPI inh – GDH-TPI coupling enzyme inhibitors, primary screen, artefact control for M. tuberculosis FBA inhibitor project, biochemical, absorbance, full deck | inhibition, % at 4.8 µM | 360,000 tested, 1.2% active | GDH-TPI coupled enzyme counterscreen, NADH absorbance; in the data active = inhibition above about 30%;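 note: 0% = DMSO wells and 100% = wells lacking the enzyme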
BioA inh – M. tuberculosis BioA enzyme inhibitors, primary screen, biochemical, plate reader, single point, HTS | 7,8-diaminopelargonic acid synthase BioA (Mycobacterium tuberculosis) | purified M. tuberculosis BioA enzyme | inhibition, % at 9.99 µM | 360,000 tested, 0.096% active; in the data active = inhibition above about 40%
Rv3671c inh – Rv3671c serine protease inhibitors, primary screen, biochemical, fluorescence polarization, M. tuberculosis H37Rv | P9WHR9 | inhibition, % at 5.96 µM | 320,000 tested, 0.048% active; in the data active = inhibition above about 38%;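 note: extracellular domain of Rv3671c used as enzyme; 0% = enzyme with DMSO and 100% = no enzyme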
Target sequence (P9WHR9 whole entry, looked up, the tested form may be a part): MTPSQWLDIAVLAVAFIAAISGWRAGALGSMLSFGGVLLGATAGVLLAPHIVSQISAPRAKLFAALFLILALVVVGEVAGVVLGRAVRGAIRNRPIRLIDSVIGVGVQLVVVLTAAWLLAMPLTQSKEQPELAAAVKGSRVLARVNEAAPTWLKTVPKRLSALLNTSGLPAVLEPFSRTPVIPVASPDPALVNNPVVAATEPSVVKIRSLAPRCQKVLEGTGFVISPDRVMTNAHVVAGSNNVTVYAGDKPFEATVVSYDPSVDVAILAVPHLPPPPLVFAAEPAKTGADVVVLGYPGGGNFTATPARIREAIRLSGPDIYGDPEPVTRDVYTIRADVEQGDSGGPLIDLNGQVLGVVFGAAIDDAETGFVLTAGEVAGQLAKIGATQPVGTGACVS
Mtb FBA inh – Mtb FBA enzyme inhibitors, primary screen, biochemical, fluorescence, strain H37Rv | 360,000 tested, 2.3% active | Fructose-bisphosphate aldolase (Mycobacterium tuberculosis (strain ATCC 25618 / H37Rv)), … | AID 588726, 2011 | inhibition, % at 1 µM | purified M. tuberculosis FBA, fluorescence read-out; in the data active = inhibition above about 27%;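 note: 0% = vehicle and 100% = reference inhibitor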
Target sequence (P9WQA3 whole entry, looked up): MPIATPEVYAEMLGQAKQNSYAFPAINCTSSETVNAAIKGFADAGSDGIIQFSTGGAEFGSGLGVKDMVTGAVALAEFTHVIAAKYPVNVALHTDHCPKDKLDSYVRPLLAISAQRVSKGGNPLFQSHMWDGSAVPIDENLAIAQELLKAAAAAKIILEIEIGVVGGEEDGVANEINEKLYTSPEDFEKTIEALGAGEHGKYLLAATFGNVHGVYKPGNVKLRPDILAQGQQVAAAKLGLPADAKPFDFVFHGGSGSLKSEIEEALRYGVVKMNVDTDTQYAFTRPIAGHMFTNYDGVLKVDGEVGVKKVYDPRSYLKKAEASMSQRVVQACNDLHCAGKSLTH
3CLpro inhibitor – SARS-CoV 3CLpro protease inhibitors, primary screen, biochemical, quenched FRET | inhibition, % at 6 µM | recombinant SARS-CoV 3CLpro, quenched FRET peptide cleavage | Replicase polyprotein 1ab (Severe acute respiratory syndrome coronavirus), P0C6X7 | 290,000 tested, 0.14% active; in the data active = inhibition above about 12%
Vc quorum ag – inducers of Vibrio cholerae quorum light production without autoinducers, primary screen, BH1578 luxS cqsA deficient, single point; V. cholerae BH1578 lux reporter, luminescence, 6 h; activation, % at 18.7 µM; 350,000 tested, 0.16% active; in the data active = activation mostly above about 9.7%, no sharp cut-off; note: not every result past the cut was called active; inactives centre near 0; reference of the scale not given here
SSB-PriA inh – inhibitors of Klebsiella pneumoniae PriA binding to SSB C-terminal tail, primary screen, biochemical, AlphaScreen | inhibition, % at 33 µM | PriA–SSB C-terminal tail interaction (Klebsiella pneumoniae) | AlphaScreen SSBct-PriA binding, biotinylated peptide | 430,000 tested, 0.6% active; in the data active = inhibition mostly above about 37%, no sharp cut-off; inactive = mostly below about 20%;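 note: plate controls were negative control peptide for no effect and reference peptide for full effect; strong numbers were not always called active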
Starred values were filed as active, the others as inactive; i = inactive; . = no result given; & = joins results of further samples. An excerpt; count on the stated rates, not on these rows.

canonical_smiles	UGM FP inh	VHR inh abs	MazF activator	GDH-TPI inh	BioA inh	Rv3671c inh	Mtb FBA inh	3CLpro inhibitor	Vc quorum ag	SSB-PriA inh
CCOCCCNC(=O)c1ccc(NC(=O)C2=CSCCO2)cc1	-1.0	-2	7	10	15	-2	-1	3	4.6	-5
CSCc1ccc(C(=O)Nc2cccc(C)c2C)cc1	1.5	8	5	7	.	-4	-6	-1	i	4
CC(=O)O[C@H]1C(=O)[C@@]2(C)C([C@H](OC(=O)c3ccccc3)[C@]3(O)C[C@H](O)C(C)=C1C3(C)C)[C@]1(OC(C)=O)CO[C@@H]1C[C@H]2O (some centres not stated)	3.3	25	-1	1	-0.9	4	-3	0	-0.4	-6
COC(=O)c1ccccc1NC(=S)N1CCN(c2ccc(OC)cc2)CC1	-1.5	2	3	-1	.	2	1	5	i	15
Cc1ccc(C(c2sc3nc(C)nn3c2O)N2CC(C)OC(C)C2)cc1 (configuration not stated)	3.5	10	9	4	1.5	2	0	-1	i	4
O=C(Nc1nnc(C2=COCCO2)o1)C1CCCCC1	-2.4	2	5	-13	-0.8	-14	5	-2	1.3	-8
CC(=O)c1nnn(-c2nc(N)nc(N(c3ccccc3)c3ccccc3)n2)c1C	0.3	16	2	17	0.0	-12	0	-1	-1.4	-5
COc1ccc(-c2cc(=O)c3c(OC)c(OC)c(OC)c(OC)c3o2)cc1OC	-1.0	16&1	7	32*	9.0	1	7	-2&-4	-0.7	9
CCCCNC(=S)Nc1ccc(C(F)(F)F)cc1	-1.9	9	1	-7	2.6	13	2	10	i	-18
O=C(CCN1C(=O)c2ccccc2S1(=O)=O)Nc1ccc(F)c(F)c1F	-2.3	.	0	7	-0.4	0	1	.	i	-2
O=C1/C(=C/c2ccccn2)SC(=S)N1Nc1ncc(C(F)(F)F)cc1Cl	.	.	-1	16	.	.	-5	.	1.1	0
CC(=O)NCCNC(=O)C1Cc2c(-c3ccccc3)ccnc2O1 (configuration not stated)	.	.	.	2	-1.5	.	-1	.	-0.7	.
Cc1cccc(N2CCN(C(=O)N3CCCCC3)CC2)c1C	-0.9	33	-13	-6	.	11	-3	2	i	-5
CCN(CC)C(=O)C(C)N(C#N)c1nc(Cl)nc(N(C)C)n1 (configuration not stated)	1.9	30	6	-2	0.5	-2	-3	10	-0.2	-8
CC(C)(C)NC(=O)CSc1nc(-c2ccccc2)cc(=O)[nH]1	-0.4	24	-5	-2	-0.8	8	6	1	0.9	-12
CCN(C(=O)N(CC)c1ccccc1)c1ccccc1	1.9	.	7	1	-1.9	-6	1	.	-0.3	-6
CCOC(=O)c1c(C)[nH]c(C(=O)OCc2c(C)noc2C)c1C	-1.9	32	10	-4	-1.8	-2	1	1	i	-23
CCNC(=S)/N=C(/Nc1ccc(OC)cc1)Nc1nc(C)cc(C)n1	-2.7	36	9	11	10	-1	0	-6	-0.6	.
COc1cccc(CNC(=O)C(C(=O)NCc2cccc(OC)c2)c2ncc(C(F)(F)F)cc2Cl)c1	0.6	2	-1	6	.	-10	3	3	-0.4	3
CC(=NNC(N)=S)c1ccc2cc3c(cc2c1)OCO3	.	.	3	25	0.4	.	-1	.	i	.
CCCCc1cc2c(s1)CCCC/C2=N/O	-0.5	-17	4	5	.	-5	0	4	-0.3	.
NC(=O)CSc1nc2cccnc2n1-c1ccc(F)cc1	-0.7	-14	2	-6	1.2	.	1	4	i	-2
Cc1ccc(OCCOC(=O)CN2C(=O)NC3(CCCC3)C2=O)cc1	0.2	.	-3	-10	-0.9	11	0	.	-1.4	-27
NC(CO)C(O)c1ccc([N+](=O)[O-])cc1 (configuration not stated)	-0.5	21	4	8	0.5	4	3	2	-0.4	1
COC(=O)c1c(NC(=O)CN2C(=O)NC3(CCCCC3C)C2=O)sc2c1CCC2 (configuration not stated)	1.7	.	8	18	-0.7	-13	0	.	i	4
COc1ccc(C2CC(C(F)(F)F)n3nc(C(=O)O)cc3N2)cc1 (configuration not stated)	-0.2	5	-3	0	.	-15	0	0	i	-6
C=CCOc1ccc(/C=N/N2C(=O)C(CC(=O)Nc3ccc(F)cc3F)SC2=NC)cc1 (configuration not stated)	-3.2	-9	-42	12	.	-17	-3	3	3.1	.
O=C(NC1CC(=O)N(c2ccccc2)C1)C(=O)c1c[nH]c2ccccc12 (configuration not stated)	2.7	.	-4	14	0.5	3	6	.	0.1	-9
COc1ccccc1S(=O)(=O)N(C)C[C@@H]1Oc2cc(C#CCC(C)C)ccc2S(=O)(=O)N([C@H](C)CO)C[C@@H]1C	.	.	-3	1	-1.8&0.5&-0.9	.	-6	.	i	.
O=C(CNC(=O)Cc1ccc(Cl)cc1)NCC(=O)N1CCCCC1	2.9	10	2	-6	0.5	-4	1	-1	i	-6
CS(=O)(=O)N(Cc1ccc(Cl)cc1)c1ccc(C(=O)NCCSc2ccccn2)cc1	.	12	3	3	.	5	3	8	-1.4	-7
O=S1(=O)c2c(F)cccc2OC(COCc2ccccc2)CN1C1CCCC1 (configuration not stated)	.	.	5	-16	-0.3	.	2	.	-0.7	-2
CCOc1ccc(C(=O)NCC(=O)OCc2ccc(F)cc2Cl)cc1	-1.5	10	-3	3	.	4	2	5	-0.4	-11
COc1ccc(Cl)cc1NC(=O)c1sc2nc(C)nc(N3CCOCC3)c2c1C	1.8	9	1	-11	-0.7	-6	-7	-3	-0.7	5
CCCS(=O)(=O)NC(=O)C1(C)CCCN(C(=O)c2ccco2)C1 (configuration not stated)	.	.	.	9	-1.3	.	2	.	i	.
CC(CCc1ccco1)N(C)S(=O)(=O)c1csc(C(N)=O)c1 (configuration not stated)	-0.7	43	14	4	9.1	1	1	-3	-0.4	-2
CCOC(=O)c1ccc(CC(=O)c2ccc(O)cc2O)o1	1.7	7	7	19	.	-10	0	-2	i	-14
O=C(NC1CCCCC1)N(C1=NCCCCC1)c1ccc(Br)cc1	-3.0	28	-1	-2	0.7	4	3	-2	-0.4	-7
COc1ccc(NC(=S)NCCCN2CCCC2)cc1Cl	0.3	35	5	2	-0.3	-11	0	0	i	18
CC(O)C(O)C(O)C(O)/C=N/NC(=O)c1ccccc1 (configuration not stated)	-0.2	-25	0	-2	.	-1	2	-2	-0.3	.
CC1CCC(NC(=O)c2nn(C)c3c2CS(=O)(=O)c2ccccc2-3)CC1 (configuration not stated)	2.3	-6	-8	3	0.1	-9	2	-1	i	-7
CSc1ccc(OCC(=O)Nc2ccc(N3CCOCC3)c(Cl)c2)cc1	.	8	-237	-1	-0.3	.	0	1	i	-1
CC1C(=O)Nc2ccccc2N1C(=O)C1CC1 (configuration not stated)	1.3	14	3	-11	4.3	6	-3	-1	.	5
CCC(=O)Nc1ccc2c(c1)nc(CCN1CCC(C)CC1)n2C	-0.7	40	-5	1	-0.3	5	4	-1	i	-2
Cc1c(C(=O)c2ccccc2C(=O)O)sc2ccccc12	2.7	10	3	7	-0.4	4	1	3	-0.4	-2
CCN(c1ccccc1)S(=O)(=O)c1cc(CN2C(=O)c3cccnc3C2=O)ccc1OC	2.0	-8	4	3	-0.3	-4	1	4	-0.2	9
COC(=O)c1cc(Cl)c(NC(=O)/C=C/c2ccc(OC)cc2)cc1OC	2.3	-2	-41	8	.	-3	4	-5	i	1
CCN1/C(=C/C(C)=C/c2sc3ccccc3[n+]2CC)Sc2ccccc21	-0.6	18	-49	0	29	i	-2	-1	-0.4	76
CC(C)(C)c1ccc(/C=C(\c2nc3ccccc3[nH]2)S(=O)(=O)c2ccccc2)cc1	4.3	.	-2	3	-0.5	-65	-4	.	i	3
Cc1cccc(-c2noc(CCCC(=O)Nc3ccc(C(N)=O)cc3)n2)c1	-3.9	-10	-7	8	.	-9	-1	2	-0.4	-10
Cc1ccccc1S(=O)Cc1ccc(C(=O)NC2CCN(Cc3ccccc3)CC2)o1 (configuration not stated)	0.2	19	2	4	1.6	-3	2	-4	i	-6
CCOC(=O)c1[nH]c2ccc(Br)cc2c1NC(=O)CCN1CCOCC1	-0.9	-3	1	3	0.0	7	3	2	-1.6	-9
CCOC(=O)CNc1nc(-c2ccncc2)nc2ccccc12	-0.9	36	-7	1	-0.4	-6	-1	-4	-10	8
CCc1nc(NCCO)c(C#N)c2c1CCCC2	-1.6	13	3	23	.	7	15	1	i	-8
COc1cccc(-n2c(C)c(C(C)=O)c(C(C)=O)c2C)c1	-0.6	28	1	-1	0.1	-1	-2	6	i	-13
CCn1cc(C(=O)O)c(=O)c2cc(F)c(N3CCN(C(=S)NC(=O)c4c(OC)cccc4OC)CC3)cc21	2.5	6	1	10	-1.5	7	-2	-1	-0.3	1

(list continues)
canonical_smiles	UGM FP inh	VHR inh abs	MazF activator	GDH-TPI inh	BioA inh	Rv3671c inh	Mtb FBA inh	3CLpro inhibitor	Vc quorum ag	SSB-PriA inh
O=C(/C=C/N1CCOCC1)c1cc2ccccc2o1	-1.7	2	9	14	.	-8	0	7	-2.2	-4
CNC(=S)NCCCc1ccccc1	2.3	-6	2	4	.	9	1	2	-0.3	-1
c1cncc(Oc2cccc(Oc3cccnc3)c2)c1	5.0	27	-1	-2	2.3	-3	-2	2	2.6	-9
O=C(CC(=O)N/N=C/c1ccccc1O)NCc1cccnc1	-0.8	3	4	12	-0.1	7	4	4	-0.4	.
FC(F)(F)c1cccc(Cc2noc(CN3CCC(c4ccncc4)CC3)n2)c1	-0.1	0	-3	1	0.2	-2	2	4	0.6	-7
O=C(/C=C/c1ccc2c(c1)OCO2)Nc1c(C(=O)O)[nH]c2ccccc12	3.0	3	-6	29	0.2	-4	-2	4	-0.3	5
O=C(Nc1cccc(C(F)(F)F)c1)Oc1ccccc1N1CCOCC1	0.7	-8	6	-4	4.9	-2	2	4	-0.5	-12
Cc1ccc(C(=O)N/C(=C/c2ccc(-c3cccc([N+](=O)[O-])c3)o2)C(=O)NC(C)(C)C)cc1	3.3	10	10	22	.	-8	5	-5	i	14
CCOC(=O)C1(CC2CCCCO2)CCN(C(=O)Nc2ccccc2SC)CC1 (configuration not stated)	0.3	26	3	-4	.	4	-1	3	-0.3	-10
CCn1ncc(Br)c1C(=O)Nc1sc2c(c1C(N)=O)CCC2	-0.9	-4	-8	20	0.3	-8	1	-5	i	1
COC(=O)c1nn(-c2ccc(OC)cc2)c(=O)cc1Oc1cccc(Cl)c1	2.9	10	4	-2	4.9	-5	-1	-3	2.9	-8

Record cards (already shown). Order of values: UGM FP inh, VHR inh abs, MazF activator, GDH-TPI inh, BioA inh, Rv3671c inh, Mtb FBA inh, 3CLpro inhibitor, Vc quorum ag, SSB-PriA inh
CCOC(=O)C1(CC2CCCCO2)CCN(C(=O)Nc2ccccc2SC)CC1 (configuration not stated) is listed with 0.3, 26, 3, -4, ., 4, -1, 3, -0.3, -10
O=C(Nc1cccc(C(F)(F)F)c1)Oc1ccccc1N1CCOCC1 is listed with 0.7, -8, 6, -4, 4.9, -2, 2, 4, -0.5, -12
FC(F)(F)c1cccc(Cc2noc(CN3CCC(c4ccncc4)CC3)n2)c1 is listed with -0.1, 0, -3, 1, 0.2, -2, 2, 4, 0.6, -7

Screens deposited in PubChem BioAssay by several laboratories.
